High-throughput results from PubChem.
PglD inh – PglD (C. jejuni) enzyme inhibition; hit rate 0.098% among 360,000; inhibition, % at 12.5 µM; purified PglD enzyme, DTNB colorimetric CoA detection; AID 602405; in the data active means inhibition above about 16%, passing the limit was not always enough; inconclusive means no clear call, values can overlap the other calls; further: strong numbers were not always called active
SIRT5 block – blocks human SIRT5 desuccinylation of peptide. Purified SirT5, succinyl-peptide AMC, trypsin-coupled fluorescence. inhibition, % at 15 µM. Q9NXA8. AID 652115. hit rate 1.1% among 330,000; in the data active means inhibition above about 15%; inconclusive means no clear call, values can overlap the other calls
Target sequence (Q9NXA8 whole entry, looked up): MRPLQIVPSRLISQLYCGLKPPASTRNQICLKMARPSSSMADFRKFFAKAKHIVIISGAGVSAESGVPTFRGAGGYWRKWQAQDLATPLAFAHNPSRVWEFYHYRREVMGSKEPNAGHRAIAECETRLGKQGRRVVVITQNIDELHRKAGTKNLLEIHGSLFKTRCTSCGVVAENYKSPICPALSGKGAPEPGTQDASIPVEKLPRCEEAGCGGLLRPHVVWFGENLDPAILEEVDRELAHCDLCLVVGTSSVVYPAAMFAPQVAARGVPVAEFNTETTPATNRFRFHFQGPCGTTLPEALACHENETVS
DENV2 CPE rescue – protects cells from dengue virus 2 cytopathic effect. DENV2-infected cells, cytopathic effect rescue, plate reader. CPE inhibition, % at 9.99 µM. hit rate 1.7% among 350,000. AID 651640; in the data active means CPE inhibition above about 20%, passing the limit was not always enough; inconclusive means no clear call, values can overlap the other calls; tested in BHK-21 cells;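 further: 0% = median of neutral control wells and 100% = median of positive control wells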
ERp5 block – ERp5 (human) disulfide isomerase inhibition | Q15084 | ERp5 insulin aggregation, absorbance 650 nm, 90 min | inhibition, % at 9.99 µM | hit rate 0.05% among 350,000 | AID 651711;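 active means mean replicate inhibition above about 25%, with every replicate also reaching it, limit read from the data, passing the limit was not always enough; inconclusive means only one of those two criteria met; inactive means neither criterion met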
Statin myotox sup – suppression of simvastatin myotoxicity; C2C12 myotubes + simvastatin, ATP luminescence, 48 h; scaled: DMSO 0, geranylgeraniol control 100; hit rate 0.78% among 330,000; rescue of ATP level, % at 7.49 µM;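 active means mean ATP rescue above about 67%, or every replicate alone reaching that limit, limit read from the data, passing the limit was not always enough; inconclusive means no clear call, values can overlap the other calls; inactive means mean under the limit and some replicate under it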;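 further: myotubes were challenged with 10 µM simvastatin during compound exposure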
S100A4 MyoIIA – inhibitors of human S100A4 binding to myosin IIA peptide | AID 652163 | hit rate 0.14% among 360,000 | inhibition, % at 10.7 µM | S100A4/TAMRA-MyoIIA peptide fluorescence polarization;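 active means mean inhibition of at least 70% across replicates, with every replicate also reaching that level; inconclusive means mean inhibition reaches 70% but some replicates fall short; inactive means mean inhibition below 70%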
Target sequence (P26447 whole entry, looked up): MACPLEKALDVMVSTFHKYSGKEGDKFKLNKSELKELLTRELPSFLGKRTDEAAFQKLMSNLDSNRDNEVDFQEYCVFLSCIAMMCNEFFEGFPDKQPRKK
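Test system – S100A4 monomer (human) · Compound – single-point compound testing · Schedule – 5 min incubation before reading · Probe or stimulus – TAMRA-labelled myosin IIA heavy-chain peptide probe, 5 nM · Benchmarks – neutral control DMSO, positive control TFP · Medium – Calcium-containing HEPES buffer, pH 7.2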
E-sel inducer – induces E-selectin expression in human endothelial cells. HUVEC E-selectin immunofluorescence imaging; normalized: neutral wells 0, TNF-alpha wells 100. AID 686992. hit rate 0.37% among 260,000. activation, % at 7.58 µM. P16581;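 active means mean E-selectin-positive cell signal at least 10% of the positive control, reached in at least 60% of replicates, without over 20% cell loss; inconclusive means no rule given, readout overlaps actives, possibly toxicity-flagged; inactive means the rest, including those meeting only one limit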;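 further: in these data hits start at about 27%; measured in HUVEC primary endothelial cells; signal is the percent of cells scored E-selectin positive by PE staining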
Target sequence (P16581 whole entry, looked up): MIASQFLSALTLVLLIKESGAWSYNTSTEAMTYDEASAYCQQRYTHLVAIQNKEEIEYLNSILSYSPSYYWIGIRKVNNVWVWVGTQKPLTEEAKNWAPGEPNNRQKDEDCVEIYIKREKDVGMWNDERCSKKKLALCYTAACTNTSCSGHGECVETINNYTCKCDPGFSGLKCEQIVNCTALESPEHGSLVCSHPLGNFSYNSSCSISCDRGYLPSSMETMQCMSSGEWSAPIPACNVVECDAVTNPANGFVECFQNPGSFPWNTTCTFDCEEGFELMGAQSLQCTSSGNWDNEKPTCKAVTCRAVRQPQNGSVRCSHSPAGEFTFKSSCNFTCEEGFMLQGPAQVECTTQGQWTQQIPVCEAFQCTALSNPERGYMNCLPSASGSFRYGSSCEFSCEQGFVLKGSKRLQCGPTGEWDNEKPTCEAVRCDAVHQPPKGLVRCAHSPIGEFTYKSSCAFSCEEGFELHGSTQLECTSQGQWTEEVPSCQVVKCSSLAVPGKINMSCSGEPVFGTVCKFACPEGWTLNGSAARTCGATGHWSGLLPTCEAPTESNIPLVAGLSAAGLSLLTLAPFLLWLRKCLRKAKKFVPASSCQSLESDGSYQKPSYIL
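Assay system: HUVEC, human umbilical vein endothelial cells / Amount: 3,000 HUVEC/well / Controls: TNF-alpha positive control, DMSO neutral control / Compound dosing: single concentration / Medium: EGM-2 over gelatin coat / Evaluation: percent E-selectin-positive cells / Signal: immunofluorescence imaging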
The depositor's hits bear a star; ? = inconclusive; . = no result given; & = joins results of further samples. Not all compounds are listed; count on the stated rates, not on these rows.

SMILES	PglD inh	SIRT5 block	DENV2 CPE rescue	ERp5 block	Statin myotox sup	S100A4 MyoIIA	E-sel inducer
COc1ccc(CN(C)C[C@@H]2Oc3ccc(NC(=O)NC(C)C)cc3C(=O)N([C@H](C)CO)C[C@H]2C)cc1	-6	6	-1	-2	3	8	0.1
C[C@@H]1CN([C@H](C)CO)C(=O)c2cc(NC(=O)c3ccncc3)ccc2O[C@@H](C)CCCCO[C@H]1CN(C)S(=O)(=O)c1ccc(Cl)cc1	0	5	-1	2	.	5	.
O=S(=O)(c1ccc(Cl)s1)N1CCC2(CC1)OCCO2	0	-1	-3	4	-7	-3	0.0
COc1cc(NC(=O)c2ccccc2F)c(OC)cc1NC(=O)CN1CCOCC1	-174	-5	1	-4	-5	18	-0.1
Cc1nc(N2[C@H](CO)[C@H](c3ccccc3)[C@H]2CNCC2CCC2)sc1C	.	12	6	5	.	-12	0.6
CO[C@H]1O[C@H](CO)[C@@H](OC(=O)Nc2ccc(C(F)(F)F)cc2)[C@H](OC(=O)Nc2ccc3c(c2)OCO3)[C@H]1OC(=O)Nc1ccc2c(c1)OCO2	.	2	3	-1	.	-1	.
O=C(C[C@@H]1C=C[C@@H](NC(=O)c2ccc3c(c2)OCO3)[C@H](CO)O1)NCc1ccc(Oc2ccccc2)cc1	1	7	-9	-3	7	-4	0.7
CO[C@H]1CN(C)C(=O)c2ccc(NC(=O)Nc3ccccc3F)cc2OC[C@H](C)N(C)C[C@@H]1C	1	1	-7	2	-10	1	0.1
CCN(c1ccccc1)S(=O)(=O)c1cc(C(=O)Nc2cccc(Cl)c2)ccc1F	.	-4	0	3	.	4	.
CNC[C@@H]1Oc2ccc(NC(=O)Cc3cn(C)c4ccccc34)cc2C(=O)N([C@H](C)CO)C[C@@H]1C	2	-7	0	0	-20	2	0.0
Cc1ccc2nc3c(c(N)c2c1)CCN3C	-2	-13	?	4	2	0	-0.3
CC(C)C(=O)Nc1ccc2c(c1)C(=O)N(C)[C@H]1CC[C@H](CC(=O)NCc3ccc(F)cc3)O[C@@H]1CO2	17	1	-17	-2	5	10	-0.1
Cc1ccc(N(C)S(=O)(=O)c2cccc(C(=O)NCC(c3cccs3)N3CCOCC3)c2)cc1 (stereo not drawn)	0	1	7	8	4	0	1.2
CC(=O)Nc1ccc(C(=O)OCC(=O)NC(=O)NCc2ccccc2)cc1	1	-2	-2	-6	-8	4	.
OCCC#Cc1c(-c2ccsc2)sc2ccccc12	4	.	-14	8	5	30	0.4
CCn1ccnc1CN(C)C(=O)c1cc(COc2ccccc2SC)on1	0	-2	-2	2	0	-1	0.1
C[C@H](CO)N1C[C@H](C)[C@@H](CN(C)C(=O)Cc2ccccc2)OCCCC[C@H](C)Oc2ccc(NC(=O)NC3CCCCC3)cc2C1=O	-2&-2	0	7&1	3	4	-5	0.1
COc1ccc(OC)c(Cc2nnc(CCC(=O)N3CCCCC3)o2)c1	-1	-1	0	-4	7	6	4.2
COc1cc(C2C(C(=O)c3ccc(C)o3)=C(O)C(=O)N2c2cc(C)on2)cc(OC)c1OC (stereo not drawn)	4	0	-11	-4	-8	4	.
CCOC(=O)C1CCN(C(=O)C(CCSC)NC(=O)COc2ccccc2)CC1 (stereo not drawn)	0	-3	-3	0	8	4	-0.3
Cc1cccc(N(CC(=O)NC2CCCCC2)C(=O)CCC(=O)Nc2nccs2)c1	-2	-15	0	5	16	-4	.
CCN(CC)CCCNC(CC(=O)Nc1cccc([N+](=O)[O-])c1)C(=O)O (stereo not drawn)	-2	-2	30*	2	.	-3	.
O=C(CN1CCN(S(=O)(=O)c2ccccc2)CC1)Nc1ccccc1C(=O)c1ccccc1	-4	5	-1	0	.	-2	-1.2
C[C@H](NC(=O)c1nc[nH]c1C(=O)NCC(=O)OC(C)(C)C)c1ccccc1	0	1	-7	4	-4	-1	.
COc1ccc2cc(/C=N/NC(=O)CN(c3ccccc3C)S(=O)(=O)c3ccccc3)c(Cl)nc2c1	3	-2	-8	6	.	19	.
O=S(=O)(NC1CC1)c1ccc(S(=O)(=O)N2CCCc3ccccc32)cc1	0	-2	-5	9	-1	-1	.
COc1ccc(NC(=O)N(C)C[C@H]2OCCCC[C@@H](C)Oc3ccc(NC(=O)c4ccccc4)cc3C(=O)N([C@H](C)CO)C[C@H]2C)cc1	2	10	-9	1	.	-11	1.2
COC(=O)C1=CN(Cc2ccc(C)cc2)C=C(C(=O)OC)C1c1ccc(F)c(F)c1	-2	-9	0	2	-5	-4	1.6
Cc1ccc(S(=O)(=O)NC(C)C(=O)Nc2cccc([N+](=O)[O-])c2)cc1 (stereo not drawn)	-4	-2	-6	-4	11	-4	.
COc1ccc(NS(=O)(=O)c2cccc(C(=O)N/N=C/c3ccccn3)c2)cc1	0	-2	13	-8	0	2	.
CC1(C(=O)NCCc2ccccc2)Cc2c(-c3ccc4c(c3)OCO4)ccnc2O1 (stereo not drawn)	2	.	2	-6	-13	-2	1.1
COc1ccc(S(=O)(=O)N2CCC(C(=O)NC(c3nc4ccccc4[nH]3)C(C)C)CC2)cc1 (stereo not drawn)	4	-2	-6	2	-3	0	.
O=C(O)CCC(=O)N1N=C(c2ccccc2)CC1c1ccc2c(c1)OCO2 (stereo not drawn)	-6	1	1	3	-8	-7	-0.2
Cc1c(C(=O)N2CCN(C3CCS(=O)(=O)C3)CC2)oc2ccc(Cl)cc12 (stereo not drawn)	-3	-21	-2	-5	-6	-3	.
Cc1ccc(C(=O)c2oc3ccc(Cl)cc3c2NC(=O)CN2CCN(C)CC2)cc1	-2	-4	-2	5	-3	-3	-0.2
O=C(Nc1cccnc1)c1ccc(S(=O)(=O)c2ccccc2)cc1	.	0	5	5	.	-3	.
Cc1ccc(C2(O)C(=O)c3ccccc3C2=O)c(O)c1C	-3	0	-3	3	.	2	0.0
Cc1ccc(N2C(=O)c3cccc4cccc(c34)C2=O)cc1	-1	-8	-5	-9	2	-3	.
COc1ccccc1C(=O)N1CC(=O)Nc2ccc(C)cc2C1c1ccc(F)cc1 (stereo not drawn)	-5	-1	?	-5	9	0	.
CO[C@@H]1CN(C)C(=O)c2cc(NS(=O)(=O)c3cn(C)cn3)ccc2OC[C@H](C)NC[C@@H]1C	.	-3	-3	9	.	0	0.3
COc1ccc(CN(C)C[C@H]2Oc3ccc(NC(=O)Cc4cn(C)c5ccccc45)cc3C(=O)N([C@@H](C)CO)C[C@H]2C)cc1	-1	2	-1	0	33	-7	-0.4
CCCNC(=O)C[C@@H]1CC[C@H]2[C@@H](COC[C@@H](O)CN2C(=O)Nc2ccc3c(c2)OCO3)O1	4	-1	0	2	8	15	0.1
O=C(c1ccccc1F)N1C[C@@H]2[C@H](c3ccccc31)[C@@H](CO)N2C(=O)c1cccnc1	2	0	?	-7	-2	-33	-0.1
CCCC#Cc1ccc([C@@H]2[C@H](CO)N3C(=O)CN(C(=O)Cc4cccnc4)C[C@@H]23)cc1	.	5	18	4	.	-16	-0.5
CN1C(=O)C(=O)/C(=C(/O)c2ccc(Br)cc2)C1c1ccccc1F (stereo not drawn)	-3	0	3	4	2	-4	0.2
COc1ccc(NC(=O)N(C)C[C@H]2Oc3ccc(NC(=O)NC4CCCCC4)cc3C(=O)N([C@H](C)CO)C[C@H]2C)cc1	-4	-7	2	-4	-33	6	-4.8
COC(=O)[C@]12C[C@H](CC(=O)N3CCN(C(=O)c4ccco4)CC3)C(=O)N(Cc3ccccc3)C1=C[C@H](C(C)(C)C)O[C@@H]2C	.	.	1	-6	.	-5	-0.1
O=C(CSC1=NCCN1)NC(c1ccccc1)c1ccccc1	.	-4	5	1	.	-2	3.0
COc1ccc(O)c(/C=N/NC(=O)c2ccc(CSc3nc(C)cc(C)n3)cc2)c1	.	0	5	2	.	-1	.
Nc1ccn([C@@H]2O[C@H](CNCc3ccc(OCC(=O)Nc4nccs4)cc3)[C@@H](O)[C@H]2O)c(=O)n1	-2	-5	15	0	-3	-2	-0.1
CCOc1cc(/C=N/N2C(=O)NC3(CCCCC3)C2=O)cc(Br)c1O	.	8	3	-3	.	0	.
COc1ccccc1S(=O)(=O)N1CC[C@H]2[C@@H](CO)N(C)c3ccc(C#Cc4ccccc4)cc3[C@H]21	1	6	3	-4	-34	-5	0.2
CCS(=O)(=O)N1CCN(c2ccc(S(=O)(=O)N3CCOCC3)cc2)CC1	2	-5	-2	0	7	-23	.
Cc1ccc(OCCOc2ccc(S(=O)(=O)N3CCCC3)cc2C(N)=O)cc1	-2	-4	7	1	2	-3	.
Cc1nc2ccsc2c(=O)n1-c1ccc(Cl)cc1	.	-4	.	-1	.	4	.
COc1ccc(C2/C=C\CN(CC(C)C)CC(=O)N2Cc2ccc(F)cc2)cc1 (stereo not drawn)	4	-1	4	-1	-7	-4	-0.2
Cc1nc(NCc2cccnc2)c2c3c(sc2n1)CCCC3	0	-5	13	-3	.	3	.
CN1CCN2c3ccccc3Cc3ccccc3C2C1 (stereo not drawn)	-7	-3	-4	1	-1	-4&-11	0.6
O=C(C1CCCC1)N1C[C@@H]2[C@H](c3ccccc31)[C@H](CO)N2C(=O)c1ccccc1F	1	1	3	0	15	6	0.7
COc1ccc(/C=N/NC(=O)c2cccc(Br)c2)cc1CN1CCOCC1	-2	1	0	-3	12	0	.

The list continues:
SMILES	PglD inh	SIRT5 block	DENV2 CPE rescue	ERp5 block	Statin myotox sup	S100A4 MyoIIA	E-sel inducer
Cc1csc(NC(=O)C2CCN(S(=O)(=O)c3ccccc3F)CC2)n1	.	.	16	1	.	-2	-1.8
O=C(C[C@@H]1CC[C@H]2[C@@H](COC[C@@H](O)CN2CCc2ccccc2)O1)N1CCC(Cc2ccccc2)CC1	-4	6	-7	-2	41	-1	0.1
CN(C(=O)CN1CCN(c2ccc([N+](=O)[O-])cn2)CC1)c1ccccc1	-9	0	.	-4	4	-8	.
O=C(N/N=C/c1cccs1)c1cccc2cc[nH]c12	3	4	13	-2	-31	-9	.
CC(C)NC(=O)N[C@H]1CC[C@@H](CCNC(=O)C2CC2)O[C@@H]1CO	2	9	-9	4	-6	-6	-0.3
O=C(CSc1ccccn1)NC1CCCc2c1cnn2-c1ccccc1F (stereo not drawn)	-3	-4	-4	-2	4	0	0.1
CCOc1ccc(N(C(=O)c2snc(C(N)=O)c2N)C(CC)C(=O)NC2CCCC2)cc1 (stereo not drawn)	2	-1	7	-19	-4	3	.
O=C(NCc1cccs1)c1cc(-c2ccccc2)nn1CC1CC(c2cccc([N+](=O)[O-])c2)=NO1 (stereo not drawn)	-7	.	-14	9	.	2	-0.7
CO[C@H]1CN(C)C(=O)c2cc(NC(=O)C3CCOCC3)ccc2OC[C@@H](C)N(Cc2nccs2)C[C@@H]1C	3	-1	-7	5	-1	3	0.6
CCOc1ccc(C(=O)CCC(=O)N2CCC(C(=O)OC)CC2)cc1	-1	0	5	-2	1	-2	0.0
